Htt clearance: mutant huntingtin protein clearance | inhibition, % at 1.5 µM | AID 853 | HeLa Exon1htt(103Q)mCFP, aggregate imaging; zero = plate's median compound well | 47,000 tested, 0.42% active;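 active means inhibition of aggregate fluorescence above about 70%, also judged a hit by eye on the cell image, limit read from the data, passing the limit was not always enough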;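 further: cells exposed to compound for three days before fixation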
Htt clearance grain fraction: further read-out of Htt clearance, marked with its call; fraction fluorescence in grains; measured here: aggregate grain fluorescence fraction; hits give low values;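 scaled fraction of total cell fluorescence in grains with unit not stated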
* marks the source's active call; other numbers are inactive results.

For Cc1cccc(C(OC(=O)c2ccco2)C(=O)NCc2ccccc2)n1 (stereo not given) the results were Htt clearance -41 and Htt clearance grain fraction 23.
Screening CCOC(=O)C1CCCN(C(=O)CN2C(=O)COc3ccc(C(C)(C)C)cc32)C1 (stereo not given) returned Htt clearance -21 and Htt clearance grain fraction 51.
`CCOc1ccccc1C1CC(c2ccc(Br)cc2)Nc2nc(N)nn21` (stereo not given) gave Htt clearance 48 and Htt clearance grain fraction 16.
For COc1ccc(CN(C(=O)c2ccco2)c2ccc(Br)cc2)cc1OC the results were Htt clearance 6 and Htt clearance grain fraction 34.
For CCOCCCN1CC(C(=O)NCCc2ccc(C)cc2)CC1=O (stereo not given) the results were Htt clearance 4 and Htt clearance grain fraction 20.
For CCOC(=O)CN(C(=O)CNC(=O)c1ccco1)C(C(=O)NC1CCCC1)c1ccccc1OCC (stereo not given) the results were Htt clearance -12 and Htt clearance grain fraction 20.
Screening COc1cccc(N2C(=O)CC(Nc3ccc(N4CCOCC4)cc3)C2=O)c1 (stereo not given) returned Htt clearance -4 and Htt clearance grain fraction 19.
Cc1ccc(S(=O)(=O)N2CCOCC2)cc1C(=O)N1CCOCC1 was read as Htt clearance -30 and Htt clearance grain fraction 31.
`CC(C)C(=O)Nc1ccc2c(c1)nc1n2CCSC1` gave Htt clearance 6 and Htt clearance grain fraction 18.
Screening c1ccc(Nc2nc3ccccc3[nH]2)nc1 returned Htt clearance -20 and Htt clearance grain fraction 24.
Screening N/C(CC(=O)NCCOc1ccccc1)=N\O returned Htt clearance -6 and Htt clearance grain fraction 39.
Screening COc1cccc(-c2cc(C(=O)NCc3ccc(Cl)cc3)no2)c1 returned Htt clearance -39 and Htt clearance grain fraction 26.
Cc1noc(NS(=O)(=O)c2ccc(N3C(=O)c4ccccc4C3=O)cc2)c1C was read as Htt clearance -2 and Htt clearance grain fraction 20.
For COC(=O)c1c(-c2ccc(F)cc2)noc1N the results were Htt clearance -47 and Htt clearance grain fraction 29.
Screening CCn1nnnc1SCC(=O)Nc1nc(C)c(C)s1 returned Htt clearance -93 and Htt clearance grain fraction 32.
COCCNC(=O)c1ccc2c(=O)n(Cc3ccco3)c(SCC(=O)NC3CCCC3)nc2c1 was read as Htt clearance -4 and Htt clearance grain fraction 32.
For CCOC(=O)Cn1c(=O)n(Cc2ccco2)c(=O)c2ccc(C(=O)NCCc3ccccc3)cc21 the results were Htt clearance 0 and Htt clearance grain fraction 38.
Screening Clc1ccc(OCc2nn3c(C4CCCCC4)nnc3s2)c(Cl)c1 returned Htt clearance -54 and Htt clearance grain fraction 52.
Screening O=C(c1ccccn1)c1ncc(C(F)(F)F)cc1Cl returned Htt clearance 70 and Htt clearance grain fraction 12.
Screening COc1cc(-c2nnc(Cn3cc(C(F)(F)F)ccc3=O)o2)cc(OC)c1OC returned Htt clearance -12 and Htt clearance grain fraction 20.

Ordered by count of non-hydrogen atoms (rising): ten of the compounds above
Screening c1ccc(Nc2nc3ccccc3[nH]2)nc1 returned Htt clearance -20 and Htt clearance grain fraction 24.
For COC(=O)c1c(-c2ccc(F)cc2)noc1N the results were Htt clearance -47 and Htt clearance grain fraction 29.
Screening CCn1nnnc1SCC(=O)Nc1nc(C)c(C)s1 returned Htt clearance -93 and Htt clearance grain fraction 32.
Screening Clc1ccc(OCc2nn3c(C4CCCCC4)nnc3s2)c(Cl)c1 returned Htt clearance -54 and Htt clearance grain fraction 52.
For COc1ccc(CN(C(=O)c2ccco2)c2ccc(Br)cc2)cc1OC the results were Htt clearance 6 and Htt clearance grain fraction 34.
Screening COc1cccc(N2C(=O)CC(Nc3ccc(N4CCOCC4)cc3)C2=O)c1 (stereo not given) returned Htt clearance -4 and Htt clearance grain fraction 19.
Screening CCOC(=O)C1CCCN(C(=O)CN2C(=O)COc3ccc(C(C)(C)C)cc32)C1 (stereo not given) returned Htt clearance -21 and Htt clearance grain fraction 51.
COCCNC(=O)c1ccc2c(=O)n(Cc3ccco3)c(SCC(=O)NC3CCCC3)nc2c1 was read as Htt clearance -4 and Htt clearance grain fraction 32.
For CCOC(=O)Cn1c(=O)n(Cc2ccco2)c(=O)c2ccc(C(=O)NCCc3ccccc3)cc21 the results were Htt clearance 0 and Htt clearance grain fraction 38.
For CCOC(=O)CN(C(=O)CNC(=O)c1ccco1)C(C(=O)NC1CCCC1)c1ccccc1OCC (stereo not given) the results were Htt clearance -12 and Htt clearance grain fraction 20.

New compounds follow.
`O=C(Nc1ccc(N2CCOCC2)cc1)NC1CCCCC1` gave Htt clearance -20 and Htt clearance grain fraction 53.
`O=C(Cc1ccc(-n2c(=O)[nH]c3ccccc3c2=O)cc1)N1CCN(c2ccccc2)CC1` gave Htt clearance 2 and Htt clearance grain fraction 33.
Screening CCN(CC)CCNC(=O)c1ccc(N2CCCCC2)c(NS(=O)(=O)c2ccc(C)cc2)c1 returned Htt clearance 6 and Htt clearance grain fraction 19.
For Cc1cc(C)nc(-n2nc(C)c(Oc3ccccc3O)c2C)n1 the results were Htt clearance 15 and Htt clearance grain fraction 34.
`O=C(CCCSc1nc(-c2ccco2)cc(C(F)(F)F)n1)NCC1CCCO1` (stereo not given) gave Htt clearance -10 and Htt clearance grain fraction 20.
For Cc1cccc(NC(=O)C2CCCN2S(=O)(=O)c2ccc(F)cc2)c1C (stereo not given) the results were Htt clearance 44 and Htt clearance grain fraction 20.
Screening O=C(Nc1ccc(N2CCN(C(=O)c3ccco3)CC2)cc1)c1ccc2c(c1)OCO2 returned Htt clearance -6 and Htt clearance grain fraction 22.
`O=C(O/N=C1\CCCc2ccccc21)c1cccc(Cl)c1` gave Htt clearance 26 and Htt clearance grain fraction 28.
For CC1(C)CC(NC(=O)C23CCC(C)(C(=O)C2)C3(C)C)CC(C)(C)N1 (stereo not given) the results were Htt clearance 36 and Htt clearance grain fraction 13.
`COc1ccc(OCC(=O)N2CCN(c3cccc(C(F)(F)F)c3)CC2)cc1` gave Htt clearance -6 and Htt clearance grain fraction 19.
For COC(=O)c1cccc(NC(=O)CSc2nnc(COc3ccc(C#N)cc3)n2-c2ccccc2)c1 the results were Htt clearance 42 and Htt clearance grain fraction 11.
Screening CCOC(=O)N1CCC(Nc2c(NCCN3CCN(Cc4ccccc4)CC3)c(=O)c2=O)CC1 returned Htt clearance -38 and Htt clearance grain fraction 47.
For COCCCNC(=O)C1C2C=CC3(CN(Cc4ccc(C)cc4)C(=O)C13)O2 (stereo not given) the results were Htt clearance 47 and Htt clearance grain fraction 12.
Cn1nnnc1CCOCCc1nnnn1C was read as Htt clearance -23 and Htt clearance grain fraction 42.
For Cc1ccc(S(=O)(=O)N2CC3(C)CN(S(=O)(=O)c4ccc(C)cc4)CC(C)(C2)C3=O)cc1 the results were Htt clearance 42 and Htt clearance grain fraction 22.
Screening COc1ccc(C2(CNC(=O)CCC(=O)O)CCCC2)cc1OC returned Htt clearance 12 and Htt clearance grain fraction 21.
CC(C)(C)c1ccc(OCC(=O)O)cc1 was read as Htt clearance -33 and Htt clearance grain fraction 25.
COC(=O)C(C(=O)OC)=C(/C=C/C=C/N(C)C)N(C)C was read as Htt clearance 5 and Htt clearance grain fraction 40.
Screening CSc1sc(C)cc1C1C(C#N)=C(N)N(c2cccnc2)C2=C1C(=O)CC(C)(C)C2 (stereo not given) returned Htt clearance -3 and Htt clearance grain fraction 40.
For COc1ccc(C)cc1NC(=O)CN1CCN(S(=O)(=O)c2ccc(Cl)cc2)CC1 the results were Htt clearance -11 and Htt clearance grain fraction 51.

Filtered by structure, those above with a COOH group (2)
Screening COc1ccc(C2(CNC(=O)CCC(=O)O)CCCC2)cc1OC returned Htt clearance 12 and Htt clearance grain fraction 21.
CC(C)(C)c1ccc(OCC(=O)O)cc1 was read as Htt clearance -33 and Htt clearance grain fraction 25.

Continuation:
For Cc1nn(C)c(C)c1NC(=O)CCSc1nc(-c2ccco2)cc(C(F)(F)F)n1 the results were Htt clearance -44 and Htt clearance grain fraction 66.
`Cc1ccc(NS(=O)(=O)c2ccc(OCC(=O)Nc3cccc([N+](=O)[O-])c3)c(C)c2)cc1` gave Htt clearance 32 and Htt clearance grain fraction 27.
Cc1ccn2cc(-c3nonc3C)cc2c1 was read as Htt clearance -34 and Htt clearance grain fraction 52.
Screening CC(Sc1nc2ccccc2s1)C(=O)Nc1nnc(C(C)C)s1 (stereo not given) returned Htt clearance 15 and Htt clearance grain fraction 40.
`Oc1ccc2[nH]cnc2c1CN1CCCCC1` gave Htt clearance 14 and Htt clearance grain fraction 15.
Screening Cc1cc(C(F)(F)F)nn1Cc1n[nH]c(=S)n1Cc1ccccc1 returned Htt clearance -38 and Htt clearance grain fraction 27.
Screening CCc1cc2c(-c3ccccc3)cc(=O)oc2c(CN2CCOCC2)c1O returned Htt clearance 3 and Htt clearance grain fraction 36.
For O=C(CN1CCOc2ccccc21)NCc1cccs1 the results were Htt clearance -6 and Htt clearance grain fraction 36.
`C/C(=N\NC(=O)c1[nH]c2c([N+](=O)[O-])cc(C)cc2c1-c1ccccc1)c1cccnc1` gave Htt clearance -61 and Htt clearance grain fraction 70.
`COc1ccc(CC2C(=O)OC(C)(C)OC2=O)cc1` gave Htt clearance 17 and Htt clearance grain fraction 29.
For CSc1nsc(SC)c1C(=O)N1CCN(S(=O)(=O)c2ccc(C)cc2)C1C(C)C (stereo not given) the results were Htt clearance 0 and Htt clearance grain fraction 19.
`O=C(O)Cc1c(O)ccc2ccccc12` gave Htt clearance -35 and Htt clearance grain fraction 51.
Cc1ccc(CNC(=O)CSc2n[nH]c(N)n2)cc1 was read as Htt clearance 82* and Htt clearance grain fraction 3.3*.
`c1ccc(-n2nnnc2Oc2ccc(-n3ccnc3)cc2)cc1` gave Htt clearance 9 and Htt clearance grain fraction 31.
`Cc1cc(NC(=O)c2sccc2C)n(-c2cccc(Cl)c2)n1` gave Htt clearance 17 and Htt clearance grain fraction 17.
CCC1CCCCN1CCNC(=O)CNS(=O)(=O)c1ccc2nc(C)sc2c1 (stereo not given) was read as Htt clearance -31 and Htt clearance grain fraction 50.
For Cc1ccc(-n2ncc3c(=O)n(CC(=O)NC4CCCCC4)cnc32)cc1 the results were Htt clearance 11 and Htt clearance grain fraction 18.
For O=C1CC(c2ccc(Cl)cc2)n2nc(N3C(=O)CCC3=O)nc2N1 (stereo not given) the results were Htt clearance 67 and Htt clearance grain fraction 12.
`O=C(Nc1ccc2c(c1)OCCO2)c1cc(-n2cnnc2)ccc1Cl` gave Htt clearance -22 and Htt clearance grain fraction 24.
Screening O=C(NCc1ccccc1)c1ccc2nccnc2c1 returned Htt clearance 16 and Htt clearance grain fraction 17.
CC(=O)c1cc2c(cc1NC(=O)CN1CCOCC1)OCO2 was read as Htt clearance 52 and Htt clearance grain fraction 9.6.
`CN(C(=O)c1cccnc1)c1nnc(-c2ccccn2)s1` gave Htt clearance -18 and Htt clearance grain fraction 41.
COc1cccc(N(CC(=O)O)S(=O)(=O)c2ccccc2)c1 was read as Htt clearance 20 and Htt clearance grain fraction 15.
`COc1ccc(NC2c3ccccc3C(=O)N2c2ccccn2)cc1Cl` (stereo not given) gave Htt clearance -52 and Htt clearance grain fraction 69.
Screening CC1CCN(C(=O)CSc2nnc(CNC(=O)c3ccco3)o2)CC1 returned Htt clearance -1 and Htt clearance grain fraction 24.
CCOc1ccc(NC(=S)Nc2cc(-c3ccccc3)[nH]n2)cc1 was read as Htt clearance -23 and Htt clearance grain fraction 48.
Screening O=C(O)CCC(=O)Nc1ccccc1C(=O)NC1CCCCC1 returned Htt clearance -31 and Htt clearance grain fraction 21.
Screening O=C(c1ccccc1)n1ccc(-c2cnc(-c3ccccc3)s2)n1 returned Htt clearance 2 and Htt clearance grain fraction 20.
For CSCCNC(=O)c1ccc(C(C)(C)C)cc1 the results were Htt clearance -9 and Htt clearance grain fraction 18.
Screening CN1C(=O)N(C)C2C1N(CN1CCCCC1)C(=O)N2CN1CCCCC1 (stereo not given) returned Htt clearance -11 and Htt clearance grain fraction 21.
`CCc1c(C)n([O-])c2c([n+]1=O)CCCCC2` gave Htt clearance -56 and Htt clearance grain fraction 31.
For COc1ccc(N2CCC(CNC(=O)Nc3cccc(OC)c3)C2)cc1 (stereo not given) the results were Htt clearance -9 and Htt clearance grain fraction 22.
`CN(C)S(=O)(=O)c1cccc(COC(=O)C2=COCCO2)c1` gave Htt clearance -13 and Htt clearance grain fraction 41.
Screening On1c(-c2ccccc2)nc2ccc(Cl)cc21 returned Htt clearance -55 and Htt clearance grain fraction 32.
CC(C)CNC(=O)CSc1nc(-c2cccs2)cc(C(F)(F)F)n1 was read as Htt clearance -102 and Htt clearance grain fraction 39.
Screening COc1ccc(C2=NOC(C(=O)NCc3ccco3)C2)cc1OC (stereo not given) returned Htt clearance -24 and Htt clearance grain fraction 46.
COCCCNc1nc2c([nH]1)c(=O)[nH]c(=O)n2C was read as Htt clearance 6 and Htt clearance grain fraction 33.
`Cc1cccc(C)c1NC(=O)C(c1ccccc1)N1CCC2(CC1)OCCO2` (stereo not given) gave Htt clearance -62 and Htt clearance grain fraction 35.
For Cc1ccc(-c2cc(-c3ccccc3)c3c(N)c(S(C)(=O)=O)sc3n2)cc1 the results were Htt clearance 66 and Htt clearance grain fraction 7.7.
Screening CCCCSc1nnc([C@@H](NC(=O)OC(C)(C)C)C(C)C)o1 returned Htt clearance 22 and Htt clearance grain fraction 16.
COCCCNC(=O)CCn1c(=O)c2ccccc2n(CC(=O)Nc2c(C)cccc2C)c1=O was read as Htt clearance -21 and Htt clearance grain fraction 47.
Screening Cc1ccc(C(C)C)c(OCc2nnc3n2CCCCC3)c1 returned Htt clearance -66 and Htt clearance grain fraction 58.
Screening C=CCN(CC=C)C(=O)C1CCC(C(=O)N(CC=C)CC=C)CC1 (stereo not given) returned Htt clearance -129 and Htt clearance grain fraction 45.
`O=C1CCCc2nc(N3CCN(c4ccccc4)CC3)ncc21` gave Htt clearance -41 and Htt clearance grain fraction 48.
Screening CCN1C2=NCCCN2c2cc(C)c(C)cc21 returned Htt clearance -8 and Htt clearance grain fraction 22.
For CN(c1nc2ccccc2n2c(-c3ccco3)nnc12)S(=O)(=O)c1ccccc1 the results were Htt clearance 11 and Htt clearance grain fraction 39.
`Cc1cc(C)c(C#N)c(Oc2ccccc2)n1` gave Htt clearance -21 and Htt clearance grain fraction 47.
Screening CCOC(=O)c1ccc(NC(=O)COC)cc1 returned Htt clearance -66 and Htt clearance grain fraction 29.

Assay outcomes (PubChem BioAssay)

Not all compounds are listed; count on the stated rates, not on these rows.
